Compound activity as filed in PubChem BioAssay.
RORgamma inh: blocks mouse ROR gamma transcriptional activity; P51450; Drosophila S2 Gal4-RORgamma UAS-luciferase reporter, 20 h; 310,000 tested, 5.4% active; AID 2551; Potency, µM (series often up to 53.6 µM), for the others: top-dose activity change, negative = inhibition, actives largely listed as inhibitors; further: on the % scale 0 is the no-effect control and ±100 the full control effect; nearly all actives have a fitted effect of over 60% in size
Target sequence (P51450 whole entry, looked up, the tested form may be a part): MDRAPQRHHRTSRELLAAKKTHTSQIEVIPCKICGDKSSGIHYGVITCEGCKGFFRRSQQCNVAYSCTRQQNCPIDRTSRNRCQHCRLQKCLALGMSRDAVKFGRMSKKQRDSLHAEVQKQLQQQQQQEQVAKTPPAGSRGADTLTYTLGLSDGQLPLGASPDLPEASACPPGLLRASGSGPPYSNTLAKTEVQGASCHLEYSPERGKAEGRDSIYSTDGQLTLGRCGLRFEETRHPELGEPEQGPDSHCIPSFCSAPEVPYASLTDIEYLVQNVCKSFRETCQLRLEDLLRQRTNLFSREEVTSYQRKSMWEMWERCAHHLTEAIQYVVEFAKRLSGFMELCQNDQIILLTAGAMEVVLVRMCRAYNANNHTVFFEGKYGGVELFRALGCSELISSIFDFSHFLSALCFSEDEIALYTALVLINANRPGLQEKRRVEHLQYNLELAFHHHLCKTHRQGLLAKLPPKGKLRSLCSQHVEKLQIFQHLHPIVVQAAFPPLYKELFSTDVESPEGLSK
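Stable Schneider cell line, Gal4 DNA-binding domain fused to ROR gamma, UAS-luciferase. Cmpd 1 hr RT → CuSO4 700 uM final → 20 hr RT → luciferase reagent 10 min → luminescence.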
NPC1 promoter act: activates the NPC1 promoter; Huh7 NPC1 promoter luciferase reporter, 24 h; Potency, µM (highest dose often 9.22 µM), for the others: at the top dose activation, usual class: activators; 320,000 tested, 2.4% active; AID 485313;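 further: % of control where 0% means no effect; nearly all actives have a fitted effect of over 60% in size; reporter is driven by a mutant NPC1 promoter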
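Luciferase expression driven by the NPC1 promoter was measured in stably transfected Huh7 cells after a 24 h compound incubation, using a luciferase reagent and a luminescence read.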
uPA generation: cell surface uPA generation inhibition | cell surface uPA generation assay, qHTS | Potency, µM (titrated, usually from 38.3 µM), without a hit: at the top dose activity change, negative = inhibition, hits mostly inhibitors | 330,000 tested, 0.31% active; active means well fitted inhibition curve with a large enough effect; inconclusive means small, poorly fitted or top-dose-only effect; inactive means no such curve, though single readings can be large or run the other way; tested in mouse RAW 264.7 cells; further: on the % scale 0 is the no-effect control and ±100 the full control effect; nearly all actives have a fitted effect of over 55% in size
p53 reactivator: re-activators of mutant p53; H1299 p53-A138V BP100-luciferase reporter, luminescence, 24 h; Potency, µM (highest dose often 92.2 µM), without a hit: at the highest dose activity change, positive = activation, hits mostly activators; 320,000 tested, 0.063% active; further: % of control where 0% means no effect; nearly all actives have a fitted effect of over 45% in size
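H1299 (p53-null), stable ts p53-A138V + BP100-Luc; 1000 cells/well, Opti-MEM/10% FBS; cpd 4 pt, 1:5; 24 h, 37 deg C, 5% CO2; detection reagent 10 min RT; luminescence.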
MBNL1-CUG inh: inhibitors of human MBNL1 binding to CUG repeat RNA. Q9NR56. TR-FRET MBNL1-His/biotin-(CUG)12 binding, 665/545 ratio. Potency, µM (highest dose often 57.5 µM), inactives show at the highest dose activity change, negative = inhibition, actives largely listed as inhibitors. AID 2675. 280,000 tested, 0.036% active; active means well fitted inhibition curve with a large enough effect in the signal ratio, with a control signal flat, not every such curve was filed as active; inconclusive means small, poorly fitted or top-dose-only effect, or effect the other way, or a change in a side signal; inactive means no such curve, though single readings can be large or run the other way; the % refers to the signal ratio; further: on the % scale 0 is the no-effect control and ±100 the full control effect
Target sequence (Q9NR56 whole entry, looked up): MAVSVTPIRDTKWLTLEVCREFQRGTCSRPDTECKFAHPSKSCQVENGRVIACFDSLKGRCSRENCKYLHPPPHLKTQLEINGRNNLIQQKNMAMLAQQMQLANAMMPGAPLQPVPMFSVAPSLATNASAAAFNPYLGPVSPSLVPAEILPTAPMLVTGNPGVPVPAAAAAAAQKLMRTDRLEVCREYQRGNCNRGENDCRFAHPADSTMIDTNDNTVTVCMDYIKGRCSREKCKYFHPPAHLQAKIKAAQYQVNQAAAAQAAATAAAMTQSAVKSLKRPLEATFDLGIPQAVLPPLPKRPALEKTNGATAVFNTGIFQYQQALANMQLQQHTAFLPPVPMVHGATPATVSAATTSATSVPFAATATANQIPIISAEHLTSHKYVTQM
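His-tagged MBNL1 binding to biotinylated (CUG)12 RNA was measured by TR-FRET using terbium anti-His antibody (0.055 ng/ul final) and streptavidin-XL665 (5 nM final). Compounds were titrated 92 nM to 58 uM; 60 min at room temperature.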
MLL CXXC-DNA inh: MLL CXXC-DNA interaction inhibition; MLL-CXXC / FITC-HOXA9 DNA fluorescence polarization; Potency, µM (top dose mostly 115 µM), for the others: at the top dose activity change, negative = inhibition, actives largely listed as inhibitors; 290,000 tested, 0.037% active; active means well fitted inhibition curve with a large enough effect in the polarisation, with a control signal flat, not every such curve was filed as active; inconclusive means small, poorly fitted or top-dose-only effect, or effect the other way, or a change in a side signal; inactive means no such curve, though single readings can be large or run the other way; the % refers to the polarisation
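Fluorescence polarization: 7 uM MLL-CXXC (stock) preincubated 5 min with compounds, then 50 nM fluorescein-HOX-A9 DNA (stock) added; 30 min ambient. Buffer 50 mM Tris-HCl pH 7.5, 50 mM NaCl, 1 mM DTT, 0.05% BSA.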
FLuc counter: inhibits or activates purified firefly luciferase, miR-21 counter-screen | P08659 | purified FLuc, Km substrates, luminescence inhibition | Potency, µM (highest dose often 57.5 µM), for the others: top-dose activity change, negative = inhibition, most hits filed as inhibitors | 360,000 tested, 6.9% active | AID 588342;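 further: plate controls were vehicle for no effect and reference inhibitor for full effect; nearly all actives have a fitted effect of over 55% in size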
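Purified P. pyralis luciferase (10nM final) with 10uM D-luciferin and 10uM ATP (Km levels) in 50mM Tris acetate pH 7.5, 10mM Mg acetate, 0.01% Tween-20, 0.05% BSA; qHTS 6-point titration, ~60 µM downward; luminescence read.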
Gal4-VP16 FLuc: counter-screen for ROR gamma inhibitors: Gal4-VP16 reporter; Drosophila S2 Gal4-VP16 UAS-luciferase, luminescence, 20 h; Potency, µM (titrated, usually from 53.6 µM), without a hit: top-dose activity, negative = inhibition, hits mostly inhibitors; 310,000 tested, 3.5% active; AID 2546;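 further: Gal4-VP16 expression switched on by copper sulfate through the metallothionein promoter; on the % scale 0 is the no-effect control and ±100 the full control effect; nearly all actives have a fitted effect of over 50% in size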
BRCA1 expr up: increases BRCA1 expression. Potency, µM (highest dose often 46.1 µM), for the others: at the top dose activation, hits mostly activators. AID 624202. 380,000 tested, 1.1% active. MCF7-BRCA1-FFLuc reporter, luminescence, 48 h; response scale: scaled: vehicle 0%, 10 µM genistein 100%; further: nearly all actives have a fitted effect of over 80% in size; some results filed as inactive show a strong effect at the top dose
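Cells: MCF7-BRCA1-FFLuc, 2000/well. Exposure: 48 h, 37 °C, 5% CO2. Read: luminescence, 15 min post-substrate. Controls: genistein 10 microM (maximal activation), DMSO (neutral).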
Rab9 promoter act: activators of Rab9 promoter. Potency, µM (titrated, usually from 9.22 µM), for inactives: top-dose activation, negative = inhibition, most hits filed as activators. Huh7 Rab9 promoter-luciferase reporter, luminescence, 24 h. 320,000 tested, 2.8% active; further: % of control where 0% means no effect; nearly all actives have a fitted effect of over 60% in size
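Steps: seed 1500 Huh7 Rab9-luc cells per well, rest 2 h at 37 °C; add compound in DMSO; incubate 24 h; add luciferase reagent, 10 min ambient; read luminescence.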
ELG1 genotox: induces genotoxicity in HEK293T cells with luciferase-tagged ELG1; HEK293T ELG1-luciferase reporter, luminescence, 16 h; Potency, µM (series often up to 46 µM), for the others: top-dose activity change, positive = activation, most hits filed as activators; 330,000 tested, 1.3% active; further: % of control where 0% means no effect; nearly all actives have a fitted effect of over 60% in size
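DMSO vehicle served as control against compound-treated ELG1-luciferase HEK293T cells; exposure lasted 16 hr at 37 °C and 5% CO2, followed by ONE-Glo luminescence detection after 30 min.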
* marks the source's active call; other numbers are inactive results; ? = inconclusive; nt = no result given; [ ] = another dose, or the depositor's remark. Unless noted, the call rests on the fitted dose curve; in most records, active means well fitted curve in the direction sought with a large enough effect; inconclusive means small, poorly fitted or top-dose-only effect, or another doubt; inactive means no such curve, though single readings can be large; an effect the other way counts as inactive or inconclusive. Potency means the concentration at half of the fitted maximal effect. These rows are one share of the data; count on the stated rates, not on these rows.

molecule	p53 reactivator	Gal4-VP16 FLuc	ELG1 genotox	NPC1 promoter act	MBNL1-CUG inh	MLL CXXC-DNA inh	RORgamma inh	BRCA1 expr up	Rab9 promoter act	uPA generation	FLuc counter
COc1ccc(C(CNC(=O)c2ccc(NS(=O)(=O)c3ccc(F)c(C)c3)cc2)N2CCOCC2)cc1 (configuration not stated)	8%	nt	-3%	2%	nt	nt	nt	-2%	-2%	-4%	-1%
COCCn1c(N2CCN(c3ccc(OC)cc3)CC2)nc2c1c(=O)n(C)c(=O)n2C	-15%	7%	-3%	6%	-14%	-3%	-1%	-1%	9%	nt	-3%
CCC(C)(C)NC(=O)CN(C(=O)CCC(=O)Nc1nccs1)c1cccc(C)c1C	nt	-3%	-11%	-2%	-1%	-5%	?	-26%	2%	4%	1%
CC(=O)Oc1ccc(N(C(C)=O)S(=O)(=O)c2ccc(C)c([N+](=O)[O-])c2)cc1	2%	11%	-5%	1%	nt	18%	1%[10 µM]	-17%	-11%	-4%	-1%
O=C1c2oc3ccccc3c(=O)c2C(c2cccnc2)N1Cc1ccco1 (configuration not stated)	0%	nt	-5%	1%	6%	-7%	-19%[0.365 µM]	-16%	0%	-2%	3%
Cc1cccc(C)c1OCc1nnc(SCC(=O)Nc2ccc(N3CCOCC3)cc2)o1	1%	-12%	-1%	-1%	3%	14%	-31%	-34%	-4%	4%	0%
COc1cc(C(=O)N2CCN(c3ccc([N+](=O)[O-])cc3)CC2)ccc1OCc1c(C)noc1C	-4%	9%	-4%	0%	6%	7%	17%	-22%	-2%	4%	-2%
C=CCNC(=O)NC(=O)COC(=O)/C(C#N)=C/c1cc(C)n(CC(C)C)c1C	11%	1%	-1%	0%	7%	-6%	42%	22%	0%	nt	-1%[2.3 µM]
COc1ccc(C(C#N)c2ccc(Cl)nn2)cc1 (configuration not stated)	-1%	0%	-1%	-5%	3%	-6%	-22%	-1%	3%	-2%	-2%
CN(C(=O)CO/N=C/c1ccc(OC(F)F)cc1)C1CCS(=O)(=O)C1 (configuration not stated)	3%	-3%	2%	1%	-10%	18%	-1%	-1%	-2%	4%	0%
CCOc1ccccc1NC(=O)C1(S(=O)(=O)c2ccc(Cl)cc2)CC1	-8%	6%	-2%	-1%	2%	-7%	-13%	-27%	-6%	5%	1%
CCN(C1CCCCC1)S(=O)(=O)c1ccc(OC)c(C)c1	6%	6%	2%	-2%	-7%	-2%	-36%	-24%	2%	-2%	2%
C=CCn1c(SC)nnc1C1COc2ccccc2O1 (configuration not stated)	-2%	23%	3%	-2%	-3%	7%	24%	12%	-4%	nt	0%
COc1ccc(C(=O)NNC(=O)C(NC(=O)c2cc(OC)cc(OC)c2)C(C)C)cc1 (configuration not stated)	12%	nt	4%	0%	nt	nt	nt	-22%	0%	-22%	nt
COCc1cc(Sc2ccc(Cl)cc2)nc(C)n1	-2%	-5%[10 µM]	1%	-1%	-4%	0%	0%	12%	2%	-3%	2%
O=C(CN1CCN(c2ccccc2)CC1)Nc1c(C(=O)C2CC2)oc2ccccc12	-1%	-2%	-3%	0%	10%	2%	?	9%	1%	-2%	2%
O=C(c1ccc2ccccc2n1)N1CCN(c2ccccn2)CC1	1%	-4%	3%	-4%	1%	-1%	5%	-7%	-4%	nt	2%
O=C(COC(=O)COc1ccc(Cl)cc1)NCc1cccs1	-5%	-2%	0%	-1%	-5%	5%	-8%	-5%	1%	1%	2%
O=C(NCCc1ccccc1F)C1CC(O)CN1C(=O)Nc1ccccc1 (configuration not stated)	15%	-4%	0%	6%	-1%	-6%	15%	8%	0%	20%	0%
Cc1cc(NCCc2ccccc2F)n2ncnc2n1	-4%	-1%	-4%	-6%	nt	-1%	?	0%	-2%	0%	0%
CCOC(=O)CN1CCC(c2ccccc2)CC1	-3%	-11%	0%	-1%	-2%	-3%	9%	9%	-2%	3%	-1%
O=C(CN1C(=O)c2ccccc2S1(=O)=O)c1ccccc1Cl	-30%	?	-17%	-18%	-6%	-11%	8.9µM*	nt	?	nt	3µM*
COc1cccc(N(C(=O)C2COc3ccccc3O2)C(C(=O)NC2CCCCC2)c2ccc(O)cc2)c1 (configuration not stated)	5%	-9%	-4%	-1%	0%	2%	32%	nt	-1%	nt	3%
Cc1ccc(OCC(O)CN2CCN(CCO)CC2)c(C)c1 (configuration not stated)	nt	-2%	0%	0%	1%	4%	10%	1%	-4%	18%	6%
CC(=O)N(C)c1ccc(NC(=O)Nc2ccc(C)cc2)cc1	-3%	?	?	29%	-4%	32%	-20%	89%	?	?	24µM*
COc1cccc(CN2CC(C(=O)N(C)CC3CCOCC3)CCC2=O)c1 (configuration not stated)	4%	1%	3%	-3%	-12%	4%	-12%	-6%	22%	11%	-2%
COc1ccc(CNC(=O)c2cc(-n3cnnc3)ccc2Cl)cc1	7%	-7%	2%	-3%	-4%	-1%	-21%	-3%	-5%	0%	-3%
CC(C)(C)OC(=O)NNc1c2ccccc2nc2ccccc12	3%	-23%	-5%	-32%[inhibitor]	?	-4%	?	-37%	-32%[inhibitor]	-8%	?
N#Cc1c2n(c(=S)n(-c3ccccc3)c1=O)CCCCC2	0%	2%	3%	-7%	0%	-1%	1%	3%	0%	-5%	3%
COC(=O)c1cc(OC)c(OC)cc1NC(=S)N1CCN(c2ccccc2)CC1	2%	2%[0.365 µM]	-10%	0%	-2%	-4%	?	-6%	-5%	-2%	-1%
O=C(CN1CCCc2ccccc21)N/N=C/c1c(O)ccc2ccccc12	?	0.79µM*	?	-3%	4%	25%	1.3µM*	-82%	-1%	-11%	?
CC1(C)C(=O)C2(CCCCC2)C(=O)OC1C(=O)c1ccccc1 (configuration not stated)	-5%	4%	-1%	-2%	?	5%	3%	28%	-6%	-1%	4%
CCN(CC)Cc1c(O)ccc2c1O/C(=C\C=C\c1ccccc1)C2=O	5%	5%	-1%	-4%	?	?	11%	19%	-4%	-11%	12µM*
O=C1/C(=C/c2ccncc2)SC(=S)N1Cc1ccccc1	-13%	-17%	5%	-8%	nt	-7%	2%	-93%[inhibitor]	-7%	-5%	-10%
O=c1nc2n(c3c4c(sc13)CCC4)CCC2	2%	-22%	-2%	-1%	-7%	-3%	0%	1%	-2%	1%	4%

Pulled one by one from the entries so far (5):
molecule	p53 reactivator	Gal4-VP16 FLuc	ELG1 genotox	NPC1 promoter act	MBNL1-CUG inh	MLL CXXC-DNA inh	RORgamma inh	BRCA1 expr up	Rab9 promoter act	uPA generation	FLuc counter
O=c1nc2n(c3c4c(sc13)CCC4)CCC2	2%	-22%	-2%	-1%	-7%	-3%	0%	1%	-2%	1%	4%
CCN(CC)Cc1c(O)ccc2c1O/C(=C\C=C\c1ccccc1)C2=O	5%	5%	-1%	-4%	?	?	11%	19%	-4%	-11%	12µM*
O=C(CN1CCCc2ccccc21)N/N=C/c1c(O)ccc2ccccc12	?	0.79µM*	?	-3%	4%	25%	1.3µM*	-82%	-1%	-11%	?
CC1(C)C(=O)C2(CCCCC2)C(=O)OC1C(=O)c1ccccc1 (configuration not stated)	-5%	4%	-1%	-2%	?	5%	3%	28%	-6%	-1%	4%
O=C1/C(=C/c2ccncc2)SC(=S)N1Cc1ccccc1	-13%	-17%	5%	-8%	nt	-7%	2%	-93%[inhibitor]	-7%	-5%	-10%
